HRas wt GTP = modulators of GTP binding to human HRas wildtype | P01112 | GST-Ras wt beads, Bodipy-FL-GTP binding, flow cytometry; actives lie on both sides | GTP binding activity, % at 10 µM | 0.14% of 190,000 active;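 active means GTP binding activity at least 20% away from the 100% baseline, either lowered as inhibitor or raised as activator; inconclusive means flagged as likely green fluorescent, judged across all proteins in the well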;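 further: 0% = unlabeled GTP competition control and 100% = no-compound control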
Target sequence (P01112 whole entry, looked up): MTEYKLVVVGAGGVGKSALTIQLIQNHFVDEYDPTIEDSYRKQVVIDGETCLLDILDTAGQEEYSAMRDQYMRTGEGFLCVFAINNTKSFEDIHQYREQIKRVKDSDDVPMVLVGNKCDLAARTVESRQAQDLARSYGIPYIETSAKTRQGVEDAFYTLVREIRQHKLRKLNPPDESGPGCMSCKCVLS
Pf gametocyte = P. falciparum stage V gametocyte viability inhibition; P. falciparum stage V gametocytes, ATP luminescence, 24 h; inhibition, % at 10.9 µM; 0.065% of 150,000 active; AID 743093;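 active means inhibition above the mean plus 3 SD of compounds within the control limits, set per campaign, cut at about 38% in these data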;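 further: 0% = DMSO wells and 100% = medium only without gametocytes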
Rab2 wt GTP = changes GTP binding to wildtype dog Rab2A, up or down; 0.19% of 190,000 active; GST-Rab2 wt beads, Bodipy-GTP binding, flow cytometry; GTP binding activity, % at 10 µM; P61105;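 active means GTP binding activity at least 20 points away from 100%, either lowered or raised; inconclusive means signal likely due to the compound's own green fluorescence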;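 further: 0% = beads with excess unlabeled GTP and 100% = no-compound control corrected for plate trend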
Rac1 mut GTP = alters GTP binding to activated mutant human Rac1 | percent activity (GTP binding), % at 10 µM | GST-Rac1 activated beads, fluorescent GTP binding, flow cytometry; actives lie on both sides; 100% means binding = to untreated wells | 0.11% of 190,000 active;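 active means GTP binding at least 20 percentage points away from the 100% baseline, in either direction, so actives lie on both sides; inconclusive means Compound likely fluorescent itself, or too few beads counted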
Mcl1 Noxa PPI = Mcl-1/Noxa interaction inhibition; Q07820; TR-FRET Mcl-1/Noxa peptide binding, 2 h; inhibition, % at 21.7 µM; 1.5% of 220,000 active;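 active means compounds that cut the protein-peptide binding signal by more than 50% relative to plate controls in a single-dose test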;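 further: His-tagged Mcl-1 with rhodamine Noxa BH3 peptide and terbium anti-His antibody; 0% = Mcl-1 plus Noxa peptide wells and 100% = peptide-only wells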
Target sequence (Q07820 whole entry, looked up): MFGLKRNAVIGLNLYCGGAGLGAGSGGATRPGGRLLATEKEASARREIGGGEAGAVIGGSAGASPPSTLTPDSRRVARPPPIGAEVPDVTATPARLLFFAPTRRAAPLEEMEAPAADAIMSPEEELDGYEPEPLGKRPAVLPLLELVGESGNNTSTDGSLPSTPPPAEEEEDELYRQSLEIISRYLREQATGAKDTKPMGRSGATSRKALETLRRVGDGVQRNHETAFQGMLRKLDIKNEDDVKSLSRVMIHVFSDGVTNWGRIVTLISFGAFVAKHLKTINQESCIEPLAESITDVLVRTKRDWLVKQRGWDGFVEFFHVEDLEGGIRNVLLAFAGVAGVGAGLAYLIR
Cdc42 wt = modulators (inhibitors or activators) of GTP binding to human Cdc42 wildtype | percent activity (GTP binding), % at 10 µM | 0.2% of 190,000 active | GST-Cdc42 beads, Bodipy-GTP binding, flow cytometry; actives lie on both sides;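 active means percent activity GTP binding at least 20 points away from the 100% baseline, either down as inhibitor or up as activator; inconclusive means compound flagged as likely green fluorescent from well-wide comparison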;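 further: median bead fluorescence of bound Bodipy-FL-GTP at 100 nM; 0% = excess unlabeled GTP control and 100% = no compound control; below 100% means less GTP binding so inhibitor and above means activator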
Target sequence (P60953 whole entry, looked up): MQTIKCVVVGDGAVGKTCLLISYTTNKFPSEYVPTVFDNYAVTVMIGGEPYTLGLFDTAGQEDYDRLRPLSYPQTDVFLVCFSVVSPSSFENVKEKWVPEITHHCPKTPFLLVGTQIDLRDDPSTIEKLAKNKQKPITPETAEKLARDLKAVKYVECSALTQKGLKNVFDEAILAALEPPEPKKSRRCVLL
Rab7 wt modul = alters GTP binding to wildtype dog Rab7. GTP binding activity (percent of control), % at 10 µM. 0.055% of 190,000 active. GST-Rab7 beads, fluorescent GTP binding, flow cytometry; actives lie on both sides; untreated = 100%, excess cold GTP = 0%;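 active means fluorescent GTP binding to Rab7 beads changed by at least 20 points from the 100% baseline, either direction, mostly lower; inconclusive means compound itself probably fluorescent, or too few beads counted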;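 further: median green fluorescence of bound Bodipy-FL-GTP per Rab7 bead population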
Mcl1 Bid PPI = disrupts binding of human Mcl-1 to Bid peptide. Q07820. TR-FRET Mcl-1/Bid-Dy647 peptide binding, 1536-well. inhibition, % at 21.7 µM. 0.97% of 220,000 active. AID 1021;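 active means compounds that cut the binding signal by more than half at the single screening dose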;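 further: His-tagged Mcl-1 with europium anti-His antibody binding Bid BH3 peptide; 0% = Mcl-1 plus peptide wells and 100% = peptide-only wells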
Rac1 wt GTP bind = alters GTP binding to wildtype human Rac1 | P63000 | GST-Rac1 beads, fluorescent GTP binding, flow cytometry; actives lie on both sides; 0 = cold GTP competed, 100 = untreated | GTP binding activity (% of control), % at 10 µM | 0.27% of 190,000 active | AID 757;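 active means GTP binding activity at least 20 points away from the 100% control level, either lower or higher; inconclusive means compound flagged as likely green fluorescent, judged across all proteins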
Avidin fluor = compound fluoresces at 488/530 nm on avidin beads; AID 1775; compound fluorescence 488/530 nm, flow cytometry; active compounds read high; 0.38% of 220,000 active; fluorescence (KMESF) at 10 µM; in the data active means fluorescence above about 47; further: inactives centre near 10
Mcl-1 Bim block = inhibitors of Bim-Mcl-1 interaction, human; inhibition, % at 10 µM; Q07820; Bead-based flow cytometry, Bim peptide-Mcl-1 binding; 0.1% of 190,000 active; in the data active means inhibition above about 40%;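 further: 0% = no compound tracer wells and 100% = peptide blocker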
An asterisk follows results filed as active; ? = inconclusive; . = no result given. Outcome played no part in choosing rows; any-hit rate near 2.7%.

SMILES	HRas wt GTP	Pf gametocyte	Rab2 wt GTP	Rac1 mut GTP	Mcl1 Noxa PPI	Cdc42 wt	Rab7 wt modul	Mcl1 Bid PPI	Rac1 wt GTP bind	Avidin fluor	Mcl-1 Bim block
COc1ccc(CC(NC(C)=O)C(=O)NC2CCN(S(=O)(=O)c3ccc(NC(C)=O)cc3)CC2)cc1OC (centres undefined)	101.0	-4.6	100.0	96.0	-9.5	98.0	106.0	-2.1	101.0	13	0.0
O=C(CSc1ncnc2ccccc12)c1ccc2c(c1)OCCO2	100.0	1.3	101.0	96.0	32.2	98.0	102.0	0.4	103.0	11	-6.0
O=C(NNC(=O)c1ccc2c(c1)OCO2)NC1CCCCC1	103.0	.	101.0	99.0	9.5	104.0	100.0	-37.3	104.0	29	1.0
CCCC1(C(=O)OCC)NC(c2ccc(N(C)C)cc2)C2C(=O)N(c3ccc4c(c3)OCCO4)C(=O)C21 (centres undefined)	103.0	-14.7	100.0	100.0	25.9	103.0	103.0	-20.5	107.0	7	3.0
CCOC(=O)c1c(C)[nH]c(C)c1C(=O)CSc1ncccn1	101.0	.	101.0	101.0	-10.2	101.0	100.0	-52.3	101.0	6	0.0
COC(=O)c1sc(=S)n(-c2ccc(Cl)cc2)c1C	102.0	14.6	99.0	98.0	16.8	99.0	100.0	-35.5	102.0	11	0.0
CCC(C)NC(=O)CCCCCn1c(=O)[nH]c2cc(OC)c(OC)cc2c1=O (centres undefined)	99.0	-7.4	98.0	96.0	-11.3	102.0	95.0	-9.5	100.0	39	0.0
O=[N+]([O-])c1cc(S(=O)(=O)Nc2ccccc2)ccc1NCc1cccnc1	98.0	.	100.0	97.0	-1.3	101.0	100.0	1.1	106.0	10	-2.0
CCOC(=O)C1=C(CSc2nc3c(cc2C#N)CN(C)CC3)OC(N)=C(C#N)C1c1ccc(Cl)cc1 (centres undefined)	99.0	11.3	99.0	98.0	1.0	99.0	100.0	-26.3	101.0	37	0.0
COc1ccc2c(c1)C(=O)N(c1ccccc1C)C(=O)C2(C)C	89.0	0.9	91.0	95.0	4.8	93.0	91.0	-0.7	94.0	6	0.0
COc1ccc(OCC(=O)OCCNC(=O)c2cccnc2)cc1	105.0	-3.6	105.0	104.0	18.5	106.0	105.0	-6.2	108.0	12	-4.0
CCn1c2ccccc2c2cc(CN3CCN(C(=O)c4ccco4)CC3)ccc21	102.0	4.5	100.0	97.0	29.3	103.0	100.0	25.1	101.0	15	-2.0
O=C(Nc1ccccc1)c1sc(N2CCOCC2)nc1-c1ccccc1	99.0	7.8	100.0	97.0	-5.6	101.0	96.0	2.4	105.0	8	-4.0
CC(c1ccc(F)cc1)n1c(-c2ccc3ccccc3n2)n[nH]c1=S (centres undefined)	104.0	-13.8	106.0	99.0	-10.8	106.0	100.0	-34.9	99.0	10	-4.0
Cc1ccc(NCC(=O)N/N=C/c2cc(O)ccc2[N+](=O)[O-])cc1	91.0	.	91.0	91.0	24.6	90.0	93.0	-70.5	91.0	6	0.0
Brc1ccc2ncnc(Nc3cccc4ccccc34)c2c1	101.0	.	99.0	95.0	2.9	101.0	99.0	-4.0	96.0	36	-1.0
Cc1ccc(NC(=O)c2ccc(OC(F)F)cc2)cc1S(=O)(=O)N(C)C	95.0	-20.7	98.0	95.0	16.3	101.0	99.0	-13.5	101.0	2	-4.0
O=C(Oc1ccc(C(=S)N2CCOCC2)cc1Br)c1cc(Cl)ccc1Cl	98.0	-31.0	96.0	95.0	2.6	97.0	98.0	-57.2	99.0	11	-4.0
CCN(CC)c1ccc(/C=N/NC(=O)c2c(Cl)c(C)nn2C)cc1	103.0	-14.9	99.0	104.0	11.3	103.0	101.0	-52.9	106.0	2	-2.0
Cc1[nH]c2ccccc2c1C(Nc1nccs1)c1ccncc1 (centres undefined)	99.0	-43.0	99.0	100.0	3.6	98.0	103.0	-70.7	100.0	17	-4.0
CC(=O)Nc1ccc(N2CCCC2)cc1	?	.	?	?	6.3	?	?	-49.2	?	13	-3.0
Cc1c(NC(=O)CN2c3ccccc3CC2C)c(=O)n(-c2ccccc2)n1C (centres undefined)	99.0	.	97.0	98.0	8.1	97.0	105.0	-42.7	103.0	11	-2.0
C/C(Cn1cnc([N+](=O)[O-])n1)=N\NC(=O)c1ccncc1	104.0	5.5	104.0	103.0	-7.7	102.0	104.0	-21.1	109.0	3	0.0
N/C(=N\OCc1ccc([N+](=O)[O-])cc1)c1ccncc1	98.0	-6.0	97.0	94.0	12.8	98.0	100.0	6.7	100.0	10	-2.0
COc1ccc(C(=O)NCCn2ccc3ccccc32)cc1	106.0	.	105.0	102.0	-5.1	106.0	104.0	-38.4	111.0	9	0.0

(more compounds)
SMILES	HRas wt GTP	Pf gametocyte	Rab2 wt GTP	Rac1 mut GTP	Mcl1 Noxa PPI	Cdc42 wt	Rab7 wt modul	Mcl1 Bid PPI	Rac1 wt GTP bind	Avidin fluor	Mcl-1 Bim block
C=CCSc1nnc(NC(=O)CSc2ccccn2)s1	102.0	-7.7	101.0	97.0	6.6	102.0	99.0	-1.0	105.0	18	-6.0
COc1cccc(C(=O)Nc2nc(-c3ccc(S(=O)(=O)N4CCOCC4)cc3)cs2)c1	97.0	-35.0	95.0	99.0	-62.9	97.0	98.0	-7.3	99.0	9	0.0
OCCC1CN(Cc2ccon2)CCN1Cc1ccccc1 (centres undefined)	102.0	-7.9	99.0	96.0	3.2	100.0	105.0	-43.4	104.0	12	0.0
Cc1ccc2nc(NC(=O)c3ccc(OCC4CCCO4)cc3)sc2c1 (centres undefined)	98.0	.	100.0	101.0	-26.0	97.0	98.0	5.5	104.0	2	-2.0
COc1cc(C(=O)N2CCC(NC(=O)C(Cc3ccccc3)NC(C)=O)CC2)cc(OC)c1OC (centres undefined)	97.0	17.5	95.0	93.0	5.4	96.0	97.0	1.1	94.0	14	4.0
CCOC(=O)c1cc2occc2n1CC(=O)NC1CCCCC1C (centres undefined)	100.0	.	99.0	99.0	13.2	98.0	101.0	98.6*	103.0	39	-1.0
CCCCN(CCCC)C(=O)C[n+]1cccc(/C=N/O)c1	99.0	9.2	100.0	101.0	10.9	98.0	105.0	-15.8	98.0	9	-1.0
C=CCN(CC=C)C(=O)C(=O)c1cc(C)n(-c2ccc([N+](=O)[O-])cc2)c1C	103.0	.	102.0	99.0	11.5	106.0	102.0	-14.6	111.0	11	-3.0
CC(C)N(C(=O)CSc1nnc(CN2CCCCCC2=O)n1-c1ccccn1)C(C)C	95.0	.	93.0	96.0	9.3	97.0	93.0	-13.5	94.0	6	1.0
CCc1nnc(NS(=O)(=O)c2ccc(N3C(=O)c4ccccc4C3=O)cc2)s1	97.0	12.4	96.0	90.0	33.7	96.0	97.0	-3.4	100.0	13	3.0
CCC(C)C(=O)Nc1cc(OC)c(OC)cc1C(=O)O (centres undefined)	97.0	-22.8	94.0	94.0	4.8	96.0	97.0	11.6	94.0	8	-3.0
COc1ccc(NC(=O)CN2CCN(c3ccccc3)CC2)cc1	96.0	.	95.0	96.0	9.6	95.0	93.0	-3.6	96.0	9	0.0
CCCOc1ccc(C(=O)Nc2ccc(Cl)cn2)cc1	99.0	-19.7	98.0	97.0	-0.4	102.0	97.0	-21.1	110.0	19	0.0
CCCOc1ccc(NC2=CC(=O)CC(C)(C)C2)cc1	106.0	-11.1	104.0	99.0	-2.9	107.0	101.0	-82.0	101.0	12	0.0
O=C(COc1ccccc1)c1cn(CC(=O)N2CCOCC2)c2ccccc12	99.0	.	102.0	102.0	12.0	102.0	101.0	-24.8	98.0	7	-1.0
CCCCn1c(/C=C/c2ccco2)nc2ccccc21	96.0	-0.5	96.0	96.0	18.4	98.0	101.0	-14.7	98.0	7	0.0
COc1cc(NC(=O)CN2CCCCC2)c(C)cc1[N+](=O)[O-]	100.0	-16.4	99.0	98.0	-8.8	99.0	100.0	-53.0	100.0	7	-4.0
Cc1ccc(C)c(S(=O)(=O)NC(Cc2c[nH]c3ccccc23)C(=O)O)c1 (centres undefined)	95.0	-20.1	94.0	93.0	-11.6	95.0	102.0	-8.5	98.0	13	0.0
Cc1ccc(N(C(=O)Cc2cccs2)C(C(=O)NC2CCCC2)c2ccncc2)cc1 (centres undefined)	103.0	0.6	105.0	102.0	-11.1	100.0	110.0	-26.7	104.0	12	0.0
c1ccc(Cn2cnc3ccccc32)cc1	100.0	.	100.0	101.0	-0.3	102.0	100.0	-7.2	104.0	8	-4.0
O=C(Cc1c[nH]c2ccccc12)OCCOC(=O)Cc1c[nH]c2ccccc12	99.0	.	99.0	97.0	0.9	100.0	99.0	-10.4	103.0	21	0.0
CCCCOc1ccc(CSCCN=C(N)N)cc1	98.0	18.6	97.0	94.0	1.2	101.0	98.0	-25.9	98.0	11	0.0
COc1ccc(OC)c(C2C3=C(CCCC3=O)Nc3nnnn32)c1 (centres undefined)	102.0	.	101.0	102.0	13.8	103.0	102.0	-12.5	104.0	13	0.0
Clc1ccccc1CSc1snnc1-c1ccccc1	97.0	-2.5	91.0	92.0	18.4	92.0	98.0	-13.7	98.0	29	-5.0
O=C(c1cc(-c2ccc3c(c2)OCO3)on1)N1CCN(c2ccc(F)cc2)CC1	96.0	.	96.0	96.0	-7.7	96.0	93.0	-23.1	96.0	4	-6.0
COc1ccc(Cc2nnc(SCC(=O)c3cccc([N+](=O)[O-])c3)n2C)cc1	100.0	.	99.0	100.0	7.7	102.0	96.0	1.6	101.0	5	0.0
O=C(Nc1cc(S(=O)(=O)N2CCOCC2)ccc1N1CCOCC1)c1ccc(S(=O)(=O)N2CCCCC2)cc1	95.0	20.0	97.0	97.0	-17.0	94.0	98.0	-11.4	99.0	7	-1.0

Fetched by structure from above (four):
SMILES	HRas wt GTP	Pf gametocyte	Rab2 wt GTP	Rac1 mut GTP	Mcl1 Noxa PPI	Cdc42 wt	Rab7 wt modul	Mcl1 Bid PPI	Rac1 wt GTP bind	Avidin fluor	Mcl-1 Bim block
COc1ccc(C(=O)NCCn2ccc3ccccc32)cc1	106.0	.	105.0	102.0	-5.1	106.0	104.0	-38.4	111.0	9	0.0
CC(=O)Nc1ccc(N2CCCC2)cc1	?	.	?	?	6.3	?	?	-49.2	?	13	-3.0
COC(=O)c1sc(=S)n(-c2ccc(Cl)cc2)c1C	102.0	14.6	99.0	98.0	16.8	99.0	100.0	-35.5	102.0	11	0.0
N/C(=N\OCc1ccc([N+](=O)[O-])cc1)c1ccncc1	98.0	-6.0	97.0	94.0	12.8	98.0	100.0	6.7	100.0	10	-2.0

From PubChem BioAssay
